m-calpain inh: inhibitors of pig calpain II. purified calpain II, fluorogenic peptide substrate, 30 min. inhibition, % at 16 µM. 0.37% of 220,000 active. AID 1236;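 active means inhibition above about 50%, limit read from the data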
p47phox inh: inhibitors of human p47phox binding. inhibition, % at 24.7 µM. p47phox/p22phox peptide binding, fluorescence polarization, 2 h. P14598. AID 1274. 0.53% of 220,000 active;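 active means inhibition above about 30%, limit read from the data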;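 further: 0% = p47phox with labelled peptide and 100% = labelled peptide alone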
RBBP9 inh: blocks human serine hydrolase RBBP9; recombinant RBBP9, FP-Rh probe fluorescence polarization; O75884; 0.2% of 220,000 active; inhibition, % at 7.94 µM;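 active means inhibition above the campaign mean of all tested compounds plus 3 SD, cut at about 14% in these data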;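 further: plate controls were DMSO wells with RBBP9 for no effect and wells lacking RBBP9 protein for full effect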
Target sequence (O75884 whole entry, looked up): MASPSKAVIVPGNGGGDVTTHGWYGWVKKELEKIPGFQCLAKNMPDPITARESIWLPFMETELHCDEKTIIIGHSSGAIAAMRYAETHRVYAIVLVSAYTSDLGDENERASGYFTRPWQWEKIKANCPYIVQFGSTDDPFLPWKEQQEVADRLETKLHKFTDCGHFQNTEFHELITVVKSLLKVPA
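Measured by: FP readout at 525/598 nm; material: recombinant human RBBP9; also added: Serine-hydrolase probe FP-Rh, 375 nM pre-mixing; medium: Tris buffer pH 8.0, NaCl, Pluronic; replication: one well per compound; doses: one concentration, 7.94 µM nominal, 0.794% DMSO; timing: preincubation 30 min plus labeling 45 min at 25 °C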
EBV gp42 inh: blocks Epstein-Barr virus glycoprotein 42 binding; Q1HVG2; Fluorescence polarization binding assay, mP read-out; inhibition, % (tested at 21.74 µM); 0.42% of 220,000 active; AID 1085; in the data active means inhibition above about 50%
Runt-SMMHC FRET: blocks binding of human RUNX1 Runt domain to CBFb-SMMHC | Q01196+Q13951 | Cerulean-Runt/Venus-CBFb-SMMHC FRET ratio 530/480, 1 h | inhibition, % at 20 µM | 0.74% of 220,000 active;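 active means mean inhibition across duplicate retests at 20 µM reaching about 50%, limit read from the data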;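 further: 0% = DMSO wells and 100% = wells with excess untagged CBFb-SMMHC; inhibitors lower the FRET ratio by blocking Runt binding to CBFb-SMMHC; some results filed as inactive read as strong as hits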
Furin inhibitor: blocks human furin protease activity; inhibition, % at 30 µM; P09958; 0.061% of 220,000 active; purified furin, fluorogenic substrate cleavage; in the data active means inhibition above about 25%; further: inactives centre near -15
Tb hexokinase: T. brucei hexokinase 1 inhibition. inhibition, % at 10 µM. 0.11% of 220,000 active. AID 1430. recombinant TbHK1, G6PDH-coupled NADH A340;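 active means inhibition of 50% or more in the single-dose primary screen; inactive means inhibition below 50%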
p97 ATPase inh: human p97 ATPase inhibition | P55072 | recombinant p97 ATPase, Kinase-Glo ATP luminescence, 3 h | inhibition, % at 8 µM | 0.42% of 220,000 active | AID 1481; in the data active means inhibition above about 15%;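 further: 0% = DMSO vehicle and 100% = wells lacking enzyme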
Target sequence (P55072 whole entry, looked up): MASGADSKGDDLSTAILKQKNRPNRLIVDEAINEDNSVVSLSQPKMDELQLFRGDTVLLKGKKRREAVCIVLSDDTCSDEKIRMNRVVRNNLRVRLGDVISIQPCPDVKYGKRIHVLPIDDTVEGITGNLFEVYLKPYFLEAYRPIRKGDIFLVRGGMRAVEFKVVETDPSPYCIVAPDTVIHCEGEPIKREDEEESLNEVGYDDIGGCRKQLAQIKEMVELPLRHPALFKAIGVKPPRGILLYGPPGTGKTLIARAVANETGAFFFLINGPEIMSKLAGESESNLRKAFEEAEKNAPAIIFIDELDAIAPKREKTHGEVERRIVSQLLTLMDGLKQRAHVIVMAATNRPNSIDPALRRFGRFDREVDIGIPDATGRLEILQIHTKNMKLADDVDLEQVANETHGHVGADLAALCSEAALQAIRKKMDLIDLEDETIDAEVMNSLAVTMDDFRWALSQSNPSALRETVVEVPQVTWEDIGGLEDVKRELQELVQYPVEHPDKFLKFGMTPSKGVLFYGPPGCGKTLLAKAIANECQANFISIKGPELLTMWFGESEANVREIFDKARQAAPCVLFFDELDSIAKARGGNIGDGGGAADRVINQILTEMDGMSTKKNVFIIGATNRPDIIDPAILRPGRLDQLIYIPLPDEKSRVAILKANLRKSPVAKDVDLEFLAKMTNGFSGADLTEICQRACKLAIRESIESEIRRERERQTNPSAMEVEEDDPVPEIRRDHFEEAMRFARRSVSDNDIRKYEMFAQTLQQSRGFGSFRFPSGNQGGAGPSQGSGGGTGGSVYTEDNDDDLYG
Runt-CBFb FRET: blocks binding of human RUNX1 Runt domain to CBFb | 0.46% of 220,000 active | inhibition, % at 20 µM | Cerulean-Runt/Venus-CBFb FRET ratio 530/480, 1 h;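 active means inhibition over about 50% at 20 µM in the single-dose screen, limit read from the data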;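 further: 0% = DMSO wells and 100% = excess unlabeled CBFb competitor control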
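test system = Cerulean-tagged RUNX1 Runt domain (FRET donor) fusion protein | reagent = Venus-CBFb binding partner, 100 nM | incubation = protein complex preformed 1 h, compound exposure 1 h, room temperature, dark | detection = FRET fluorescence | read-out basis = loss of energy transfer signal | controls = 5 µM unlabeled CBFb as full-inhibition high control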
The depositor's hits bear a star; x = no result given; [ ] = remark or other dose.

Codes – A = m-calpain inh; B = p47phox inh; C = RBBP9 inh; D = EBV gp42 inh; E = Runt-SMMHC FRET; F = Furin inhibitor; G = Tb hexokinase; H = p97 ATPase inh; I = Runt-CBFb FRET
Structure: COc1ccc(NC(=O)CNS(=O)(=O)c2ccc(Cl)cc2)cc1
  A: 24	B: -2	C: -9	D: -15	E: -2	F: -18[20 µM]	G: 0	H: -6	I: 0

Structure: CCCC(=O)c1cc2cc(Cl)ccc2oc1=O
  A: -16	B: -7	C: -5	D: -15	E: 1	F: -20	G: 0	H: 0	I: -1

Structure: CCn1c(=S)sc2c(=O)n(-c3ccccc3)c(SCC(=O)NCc3ccco3)nc21
  A: -3	B: -19	C: -2	D: 7	E: -60	F: -12	G: -20	H: 5	I: 3

Structure: Cc1nn(Cc2c(Cl)cccc2Cl)c(C)c1C(=O)NCc1ccc(C)n1C
  A: -200	B: -5	C: -1	D: -14	E: -3	F: -16[20 µM]	G: -12	H: 3	I: 2

Structure: CCCCCC(=O)C(=O)c1ccc(O)cc1O
  A: -9	B: 2	C: 0	D: -9	E: 0	F: -21	G: -75	H: 1	I: 0

Structure: COc1ccccc1OCCC(=O)OCC(=O)Nc1cc(S(=O)(=O)N2CCOCC2)ccc1Cl
  A: 31	B: 3	C: -3	D: 3	E: -2	F: -17	G: 4	H: -5	I: -1

Structure: Cc1cc(/C(N)=N/OC(=O)c2ccccc2Cl)no1
  A: -20	B: -9	C: 1	D: -4	E: -1	F: -25	G: -7	H: -2	I: 0

Structure: COc1ccc(Cc2nnc(NS(=O)(=O)Cc3ccccc3)s2)cc1
  A: -15	B: -7	C: -13	D: -19	E: 2	F: -6	G: 5	H: -6	I: -1

Structure: COc1ccccc1N1CCN(C(=O)C2C3C=CC4(CN(Cc5ccccc5Cl)C(=O)C24)O3)CC1 (stereo not given)
  A: -33	B: 10	C: -5	D: -99	E: 0	F: -20	G: 2	H: 0	I: 1

Structure: O=C(Cc1cccs1)N1CCN(S(=O)(=O)c2ccc(Br)cc2)CC1
  A: 14	B: 1	C: -10	D: 8	E: 2	F: 0	G: 2	H: -3	I: -4

Structure: c1csc(-c2nn[nH]n2)c1
  A: -6	B: -5	C: -4	D: -18	E: -2	F: -31	G: 4	H: -1	I: 0

Structure: O=[N+]([O-])c1ccc(Cl)c(S(=O)(=O)/N=C(/c2ccccc2)N2CCOCC2)c1
  A: -2	B: -13	C: -5	D: 5	E: 1	F: -22	G: -5	H: 1	I: 1

Structure: CCOC(=O)c1sc(NNC(=O)c2ccc(F)cc2)nc1C
  A: -4	B: -5	C: 6	D: -21	E: 8	F: -23	G: -14	H: 3	I: 9

Structure: COCCNc1nc(-n2nc(C)cc2C)nc2sc3c(c12)CCCC3
  A: -163	B: 3	C: 3	D: 18	E: 5	F: -66	G: -1	H: -5	I: -2

Structure: Cc1cc(C(=O)COC(=O)c2cccnc2Cl)c(C)n1-c1c(C)n(C)n(-c2ccccc2)c1=O
  A: -10	B: -3	C: 0	D: 4	E: -1	F: -12	G: -8	H: -7	I: -3

Structure: COc1cc(C(=O)Nc2ccc(C(=O)O)cc2)ccc1OC(C)=O
  A: 8	B: 6	C: -1	D: -7	E: 1	F: -17	G: -3	H: -2	I: 0

Structure: O=C(Nc1ccc(F)c(F)c1)c1cccnc1
  A: 20	B: 1	C: -9	D: 4	E: 0	F: -22	G: -2	H: 2	I: -1

Structure: COc1cccc(C(=O)C2CN(c3ccccc3)CC2c2ccc(Cl)cc2)c1 (stereo not given)
  A: 12	B: 0	C: -3	D: 0	E: -2	F: 5	G: 2	H: 4	I: 2

Structure: Cc1ccc(S(=O)(=O)Nc2ccc3ncccc3c2)cc1
  A: -56	B: -7	C: -3	D: -15	E: -1	F: -26	G: -5	H: 10	I: -1

Structure: Brc1ccc(OCCCCCN2CCOCC2)cc1
  A: 13	B: -1	C: -6	D: 5	E: 0	F: -13	G: 1	H: -6	I: x

Structure: COc1ccc(-n2nnnc2SCC(=O)c2ccc(OC)c(OC)c2)cc1
  A: -60	B: -7	C: -3	D: -16	E: 0	F: -28	G: -13	H: 0	I: -1

Structure: O=C1CN(CC(=O)N2CCCCC2)c2ccccc2O1
  A: 9	B: -12	C: -5	D: 5	E: -3	F: -10	G: 18	H: 1	I: 0

Structure: CCN(CC)CCn1c(NCc2cc(OC)ccc2OC)nc2ccccc21
  A: -7	B: -6	C: -5	D: -10	E: 2	F: -15[20 µM]	G: 12	H: -4	I: -3

Structure: CC(C)CN1CCN(Cc2nc(C(C)C)cs2)CC1CCO (stereo not given)
  A: 2	B: -4	C: -5	D: -4	E: -7	F: -22	G: 6	H: -4	I: -2

Structure: Cc1ccccc1NC1=NC2(CCCC2)N=C(N)N1
  A: -49	B: -11	C: -4	D: -8	E: 2	F: -18	G: 0	H: 4	I: 0

Part of the list above, with two lines to a compound.
Results follow in this order: m-calpain inh | p47phox inh | RBBP9 inh | EBV gp42 inh | Runt-SMMHC FRET | Furin inhibitor | Tb hexokinase | p97 ATPase inh | Runt-CBFb FRET
COc1ccc(NC(=O)CNS(=O)(=O)c2ccc(Cl)cc2)cc1
    24 | -2 | -9 | -15 | -2 | -18[20 µM] | 0 | -6 | 0
CCCC(=O)c1cc2cc(Cl)ccc2oc1=O
    -16 | -7 | -5 | -15 | 1 | -20 | 0 | 0 | -1
CCn1c(=S)sc2c(=O)n(-c3ccccc3)c(SCC(=O)NCc3ccco3)nc21
    -3 | -19 | -2 | 7 | -60 | -12 | -20 | 5 | 3
Cc1nn(Cc2c(Cl)cccc2Cl)c(C)c1C(=O)NCc1ccc(C)n1C
    -200 | -5 | -1 | -14 | -3 | -16[20 µM] | -12 | 3 | 2
CCCCCC(=O)C(=O)c1ccc(O)cc1O
    -9 | 2 | 0 | -9 | 0 | -21 | -75 | 1 | 0
COc1ccccc1OCCC(=O)OCC(=O)Nc1cc(S(=O)(=O)N2CCOCC2)ccc1Cl
    31 | 3 | -3 | 3 | -2 | -17 | 4 | -5 | -1

More results follow.
Codes – A = m-calpain inh; B = p47phox inh; C = RBBP9 inh; D = EBV gp42 inh; E = Runt-SMMHC FRET; F = Furin inhibitor; G = Tb hexokinase; H = p97 ATPase inh; I = Runt-CBFb FRET
Structure: O=C(NNC(=O)c1cccc2ccccc12)c1ccc(-c2ccccc2)cc1
  A: -31	B: -8	C: -5	D: -5	E: 0	F: -18	G: -6	H: 4	I: 3

Structure: Cn1c(=O)c2cn3ncccc3c2n(C)c1=O
  A: -33	B: -13	C: -3	D: 9	E: -7	F: -25[20 µM]	G: -5	H: 5	I: 0

Structure: Cc1ccsc1/C=C/c1ccc2cccc(O)c2n1
  A: 11	B: -11	C: 6	D: -3	E: -5	F: -22[20 µM]	G: -2	H: 2	I: -3

Structure: CN(CCOCCOc1ccc2ccccc2c1)Cc1ccccc1
  A: 10	B: -12	C: 4	D: -14	E: -3	F: -12[20 µM]	G: 11	H: -9	I: 3

Structure: Cc1ccc(S(=O)(=O)NCc2ccco2)cc1C
  A: -22	B: -12	C: 2	D: -21	E: 1	F: -17	G: 0	H: 3	I: -1

Structure: O=C(Cc1cccs1)NNC(=S)NCc1ccco1
  A: 3	B: 8	C: -3	D: 2	E: 14	F: -18	G: 7	H: -1	I: 39

Structure: Cc1cccc(NC(=O)CC2C(=O)NCCN2C(=S)Nc2ccccc2)c1 (stereo not given)
  A: -13	B: -15	C: -3	D: -20	E: -2	F: -13[20 µM]	G: -2	H: -3	I: 0

Structure: COC(=O)c1ccc(C23CC4(C2)[C@H](CN(CC2CCCCC2)[C@@H]4c2ccccc2)C3c2ccc(Cl)nc2)cc1 (stereo not given in full)
  A: -22	B: -79	C: x	D: -40	E: -6	F: -7	G: -16	H: x	I: -1

Structure: CCc1ccc(NC(=O)CSc2nc3cc(C(=O)OC)ccc3c(=O)n2CC2CCCO2)cc1 (stereo not given)
  A: 36	B: -11	C: -7	D: -7	E: 1	F: -19[20 µM]	G: -8	H: 5	I: -2

Structure: COCc1c(C(=O)OCC(=O)N2c3ccccc3CC2C)oc2ccccc12 (stereo not given)
  A: -14	B: -14	C: -3	D: -15	E: 1	F: -19	G: 0	H: -3	I: 1

Structure: Cc1csc(Nc2ccccc2)[n+]1-c1ccccc1
  A: -3	B: -1	C: -1	D: -8	E: -1	F: -31	G: 1	H: 3	I: 0

Structure: O=C(CSc1ccc(-c2ccccn2)nn1)NCc1ccc(F)cc1
  A: 15	B: x	C: -3	D: -2	E: 0	F: -13	G: -9	H: -3	I: 4

Structure: CCc1c(C)nc(SCC(=O)CC(=O)OC(C)C)c(C#N)c1C
  A: -81	B: -2	C: 1	D: -15	E: 20	F: -5	G: -2	H: 2	I: 9

Structure: CCC(=O)c1ccc(OCC(O)Cn2cnc3ccccc32)cc1 (stereo not given)
  A: 5	B: -9	C: -8	D: -16	E: -5	F: -22	G: -6	H: -8	I: -2

Structure: CCc1cccc(NS(=O)(=O)c2ccc3c(c2)NC(=O)CC(=O)N3)c1
  A: 15	B: -6	C: -3	D: 4	E: -1	F: -21	G: 6	H: 0	I: 0

Structure: O=C(O)c1ccc(-c2ccccc2)[nH]1
  A: 2	B: -23	C: -2	D: -5	E: 2	F: -12	G: 6	H: 4	I: -1

Structure: CSCC[C@H](NC(=O)NCc1ccccc1F)C(=O)O
  A: 17	B: -11	C: -12	D: -4	E: 0	F: -21	G: 2	H: -1	I: -4

Structure: NC(=O)c1ccc(NC(=O)Cc2csc(-c3ccccc3)n2)cc1
  A: 31	B: -18	C: -3	D: -12	E: 1	F: -10	G: 8	H: 3	I: -1

Structure: Cc1nc2ccccn2c1C(=O)N/N=C/c1ccc2c(c1)OCO2
  A: 3	B: 15	C: 5	D: -11	E: 1	F: -6	G: -58	H: 3	I: -2

Structure: O=C(CSc1ccc(-c2cccs2)nn1)N1CCCCC1
  A: -5	B: -1	C: -5	D: -15	E: 0	F: -12	G: -12	H: 5	I: 0

Structure: Cn1c(N)c(C(=O)CSc2nnnn2-c2ccccc2)c(=O)n(C)c1=O
  A: -13	B: -5	C: -3	D: -12	E: -6	F: -7	G: -13	H: 6	I: -1

Structure: O=C(COC(=O)c1cnccn1)c1ccc2c(c1)CCCC2
  A: -9	B: 2	C: 3	D: -14	E: -7	F: -12	G: 0	H: 2	I: 0

Structure: O=C(O)CSc1nc(-c2ccccc2)nc2c1oc1ccccc12
  A: -33	B: -2	C: -7	D: 4	E: -1	F: -2	G: 40	H: -2	I: -3

Structure: O=C(O)C(O)Cc1c[nH]c2ccccc12 (stereo not given)
  A: 12	B: -2	C: 1	D: -6	E: 2	F: -12	G: 0	H: 6	I: 0

Structure: CC(NC(=O)c1ccc(-c2cc(C(F)(F)F)ccc2Cl)o1)c1ccccc1 (stereo not given)
  A: -103	B: -4	C: -6	D: -10	E: -1	F: -21[20 µM]	G: -5	H: 3	I: 0

Structure: Cc1ccc(-c2nn(-c3ccccc3)cc2/C=N/n2c(-c3cccs3)n[nH]c2=S)cc1
  A: -35	B: -22	C: -2	D: -15	E: -1	F: -23	G: -7	H: 1	I: 2

Arranged by number of heavy atoms (low to high): 3 of the compounds above
Codes – A = m-calpain inh; B = p47phox inh; C = RBBP9 inh; D = EBV gp42 inh; E = Runt-SMMHC FRET; F = Furin inhibitor; G = Tb hexokinase; H = p97 ATPase inh; I = Runt-CBFb FRET
Structure: Cn1c(=O)c2cn3ncccc3c2n(C)c1=O
  A: -33	B: -13	C: -3	D: 9	E: -7	F: -25[20 µM]	G: -5	H: 5	I: 0

Structure: Cc1ccc(S(=O)(=O)NCc2ccco2)cc1C
  A: -22	B: -12	C: 2	D: -21	E: 1	F: -17	G: 0	H: 3	I: -1

Structure: Cc1ccsc1/C=C/c1ccc2cccc(O)c2n1
  A: 11	B: -11	C: 6	D: -3	E: -5	F: -22[20 µM]	G: -2	H: 2	I: -3

Source: PubChem BioAssay
